RXFP1 antag = blocks the human relaxin receptor RXFP1. HEK293-RXFP1, relaxin-stimulated cAMP HTRF, 30 min; stronger effect = lower value. activity change, negative = inhibition, % at 57.5 µM. 350,000 tested, 0.59% active. AID 1259400;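 active = activity change of -60% or lower, but not beyond a set lower limit; inconclusive = change between -60% and -40%, or beyond the set limit; inactive = change above -40%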; note: % is set by controls: 0 for no effect and ±100 for the full control effect
Target sequence (Q9HBX9 whole entry, looked up): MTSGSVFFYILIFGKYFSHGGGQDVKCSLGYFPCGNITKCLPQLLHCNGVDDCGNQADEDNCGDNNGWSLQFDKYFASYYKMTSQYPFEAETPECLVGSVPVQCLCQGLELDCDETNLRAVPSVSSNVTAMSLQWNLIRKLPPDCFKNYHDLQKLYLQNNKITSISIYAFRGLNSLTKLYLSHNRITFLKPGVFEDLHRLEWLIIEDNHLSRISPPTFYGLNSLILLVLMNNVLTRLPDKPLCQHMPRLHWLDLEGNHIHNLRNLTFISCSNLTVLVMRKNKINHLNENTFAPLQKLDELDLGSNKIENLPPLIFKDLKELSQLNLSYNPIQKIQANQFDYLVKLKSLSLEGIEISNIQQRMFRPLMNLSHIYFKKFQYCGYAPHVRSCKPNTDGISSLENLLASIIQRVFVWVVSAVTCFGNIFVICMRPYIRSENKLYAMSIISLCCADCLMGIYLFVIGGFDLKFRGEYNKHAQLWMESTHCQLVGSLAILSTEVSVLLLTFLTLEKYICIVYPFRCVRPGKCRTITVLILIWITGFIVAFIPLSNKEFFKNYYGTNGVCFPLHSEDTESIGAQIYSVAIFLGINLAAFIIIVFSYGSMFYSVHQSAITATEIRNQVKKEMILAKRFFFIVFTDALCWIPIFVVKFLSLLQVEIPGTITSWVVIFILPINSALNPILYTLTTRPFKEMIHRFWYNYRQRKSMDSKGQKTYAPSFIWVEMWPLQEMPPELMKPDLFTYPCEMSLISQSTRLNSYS
Vif-APOBEC3F blk = blocks the Vif interaction with APOBEC3F; HeLa A3F-eYFP + Vif (tagged APOBEC3F with the HIV-1 protein that degrades it), YFP fluorescence increase; Potency, µM (highest dose often 46.1 µM), without a hit: at the highest dose activity, negative = active; 390,000 tested, 0.2% active; AID 602313; note: potency is the fitted concentration of half-maximal effect; % of control where 0% means no effect; nearly all actives have a fitted effect of over 65% in size
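HeLa cells stably expressing A3F-eYFP plus Vif, plated and incubated overnight at 37 deg C, then exposed to compounds overnight at 37 deg C. Blocked degradation read as raised yellow fluorescence (Ex 488/Em 500-530).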
D1 antagonist = human D1 dopamine receptor antagonism | HEK293 TREx D1 cells, calcium flux, dopamine EC80; stronger effect = lower value | activity change, negative = inhibition, % at 10 µM | AID 504652 | P21728 | 360,000 tested, 3.2% active; in the data active = activity change below about -30%; note: % is set by controls: 0 for no effect and ±100 for the full control effect
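After overnight tetracycline induction at 30 C, force-coupled D1 HEK293 cells took up a no-wash calcium dye at room temperature. Compounds were added and monitored 180 s, and the response to EC80 dopamine was then recorded.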
Vif-APOBEC3G blk = Vif-A3G binding inhibition; HeLa A3G-eYFP + Vif (tagged APOBEC3G with the HIV-1 protein that degrades it), YFP fluorescence, overnight; Potency, µM (doses to about 46.1 µM), for inactives: top-dose activity, negative = active, most hits filed as inhibitors; 410,000 tested, 0.076% active; AID 602310;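 note: potency is the fitted concentration of half-maximal effect; % is set by controls: 0 for no effect and ±100 for the full control effect; nearly all actives have a fitted effect of over 60% in size; hits raise eYFP signal because A3G escapes Vif-driven loss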
Target sequence (Q9HC16 whole entry, looked up): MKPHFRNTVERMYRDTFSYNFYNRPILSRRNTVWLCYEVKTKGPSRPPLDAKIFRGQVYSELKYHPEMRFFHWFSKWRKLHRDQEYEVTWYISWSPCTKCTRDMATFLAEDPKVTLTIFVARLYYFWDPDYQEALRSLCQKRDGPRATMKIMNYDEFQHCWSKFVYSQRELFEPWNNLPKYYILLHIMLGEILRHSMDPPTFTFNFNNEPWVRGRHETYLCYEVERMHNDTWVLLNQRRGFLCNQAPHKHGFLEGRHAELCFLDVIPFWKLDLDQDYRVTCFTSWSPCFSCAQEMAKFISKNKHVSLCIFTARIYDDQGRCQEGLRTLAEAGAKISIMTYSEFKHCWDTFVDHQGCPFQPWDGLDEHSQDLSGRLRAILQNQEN
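HeLa cells stably expressing Vif and C-terminally eYFP-tagged A3G, seeded overnight at 37 deg C, then exposed to compound by pintool overnight at 37 deg C. Rise in yellow fluorescence (Ex 488/Em 500-530, Acumen) marks blocked Vif-driven A3G degradation.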
RXFP1 agonist = activates the human relaxin receptor RXFP1; Potency, µM (top dose mostly 57.5 µM), for the others: at the highest dose activation, most hits filed as activators; HEK293T-RXFP1 cAMP TR-FRET, 30 min; response scale: percent of porcine relaxin response, buffer zero; Q9HBX9; 370,000 tested, 0.3% active; note: potency is the fitted concentration of half-maximal effect; % is set by controls: 0 for no effect and ±100 for the full control effect; nearly all actives have a fitted effect of over 60% in size; many of its hits are not listed in these tables
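HEK293 cells stably expressing RXFP1, treated 30 min at 37C with compounds plus PDE4 inhibitor Ro 20174; cAMP measured by HTRF TR-FRET. Normalized to buffer and 29 nM porcine relaxin; EC50 by Hill fit.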
D1 agonist = human D1 receptor agonism; P21728; HEK293 T-REx D1 cells, calcium flux, agonist mode; activation, % at 2 µM; 360,000 tested, 1% active; in the data active = activation above about 30%; note: 0% is about no effect
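Agonism was scored from calcium flux recorded over 180 s (1 read/s) after pintool compound addition, following a 10-cycle baseline. Cells were inducible force-coupled HEK293 TREx D1, plated overnight at 30 C and loaded with no-wash calcium dye.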
Glioma ERSR ind = ER stress response induction in glioma; Potency, µM, for inactives: at the highest dose activation, actives largely listed as activators; 420,000 tested, 0.02% active; AID 602332; U87-MG GRP78 promoter luciferase reporter, 16 h; note: potency is the fitted concentration of half-maximal effect; series mostly up to about 76 µM; % of control where 0% means no effect; nearly all actives have a fitted effect of over 35% in size
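Stably transfected U87-MG glioma cells carrying a GRP78-based luciferase sensor; 16 h compound incubation. Luminescence end-point read 10 min after Bright-Glo addition at room temperature.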
D1 PAM = human D1 dopamine receptor positive modulation. potentiation, % at 10 µM. HEK293 TREx D1 cells, calcium flux, dopamine EC20 potentiation. P21728. 360,000 tested, 0.036% active. AID 504651; in the data active = potentiation above about 30%; note: 0% is about no effect
D2 PAM = positively modulates the human D2 dopamine receptor allosterically | potentiation, % at 10 µM | 340,000 tested, 0.34% active | HEK293 T-REx D2, calcium flux, EC20 dopamine potentiation | P14416;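 active = potentiation over 3 SD above the plate norm, cut at about 30% in these data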; note: 0% is about no effect
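Cells plated with tetracycline inducer and held overnight at 30 C; calcium dye loaded 30–90 min at room temperature; baseline taken, compound added and read 180 s; EC20 dopamine then added and read 180 s.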
An asterisk follows results filed as active; u = inconclusive; x = not tested or not shown. Unless noted, calls come from the whole dose curve; as a rule, active = well fitted curve in the direction sought with a large enough effect; inconclusive = small, poorly fitted or top-dose-only effect, or another doubt; inactive = no such curve, though single readings can be large; an effect the other way counts as inactive or inconclusive.

SMILES	RXFP1 antag	Vif-APOBEC3F blk	D1 antagonist	Vif-APOBEC3G blk	RXFP1 agonist	D1 agonist	Glioma ERSR ind	D1 PAM	D2 PAM
CCC1Sc2ccc(S(=O)(=O)CCC(=O)Nc3cc(C)ccn3)cc2NC1=O (stereo not given)	8.6	-1.5%	4.0	-3.0%	0.2%	0.1	-3.9%	0.7	2.6
COC(=O)C1=C(C)NC(=O)NC1/C=C/c1ccccc1 (stereo not given)	-4.1	6.6%	3.5	-0.3%	-1.0%	0.4	-5.3%	3.9	-7.8
CCOc1ccc(NC(=O)Cc2coc3ccc(C)cc23)cc1	-8.7	x	-18.6	x	1.8%	21.7	x	-1.9	-12.7
OCCC1CN(Cc2cccc3nccnc23)CCN1Cc1ccc(F)cc1 (stereo not given)	-1.0	-23.6%	-6.8	1.4%	0.3%	7.8	-4.8%	2.5	-15.9
CCOC(=O)c1c(-c2ccc(C)o2)csc1NC(=O)COC(=O)c1ccc(NC(N)=O)cc1	-32.6	x	x	-11.4%	12.6%	2.1	-10.4%	-4.0	6.7
O=C(Cc1ccccc1)N1CCN(C(=O)c2ccco2)CC1	-10.6	1.1%	8.7	0.3%	2.8%	-0.8	-4.0%	-5.4	-15.3
CC(Sc1nc(N)cc(=O)[nH]1)C(=O)NNC(=O)c1cccc(Cl)c1 (stereo not given)	-11.0	2.6%	4.7	-9.3%	0.7%	2.6	3.8%	x	-0.3
CCCOc1ccc(-c2c(C(=O)N/N=C/c3ccc(C)o3)nnn2-c2nonc2N)cc1	1.2	0.0%	-5.5	0.0%	-0.5%	1.6	-1.2%	-8.0	89.9*
O=C(Nc1ccc(OC(F)(F)F)cc1)c1noc2c1CCCC2	-1.1	x	-2.0	x	0.1%	2.9	x	0.7	11.2
CCCn1nnc(NC(=O)c2cc(Br)ccc2OC)n1	25.8	-5.9%	-17.1	0.6%	1.7%	1.9	-1.3%	-2.2	-5.9
NC(=O)N/N=C/C=C/c1ccc(F)cc1	-9.7	0.0%	-2.5	-6.5%	-0.5%	0.5	0.3%	5.3	8.7
CCOC(=O)C(=Nc1ccc(Cl)cc1)NO	0.4	0.2%	7.9	0.4%	0.8%	1.3	-3.5%	-1.6	-9.9
O=[N+]([O-])c1cccnc1Nc1ccc(Cl)cc1	1.6	-3.7%	x	-2.6%	x	x	-3.9%	x	x
CNc1oc(C)nc1S(=O)(=O)c1ccccc1	8.9	1.5%	1.9	4.3%	-0.1%	2.9	-7.0%	-5.6	8.3
Cc1cc2cc(CNC(=O)c3ccc(S(=O)(=O)N4CCCCC4)cc3)ccc2[nH]1	-1.2	2.5%	2.4	-2.9%	-0.9%	-0.5	-3.7%	2.5	8.8
Cc1nn(-c2ccccc2)nc1C(=O)OCC(=O)N1CCC(C)CC1	-1.5	0.7%	-21.6	2.0%	-0.7%	6.5	-0.8%	x	-6.7
CCCCCn1c2nc3ccccc3nc2c2c(=O)n(CC3CCCO3)c(C)nc21 (stereo not given)	x	x	-23.0	x	4.9%	0.1	x	-3.2	-1.4
Cc1cc(C)cc(NC(=O)c2cccc(NC3=NC4CS(=O)(=O)CC4S3)c2)c1 (stereo not given)	1.0	7.2%	8.3	-2.5%	1.2%	3.4	-1.4%	-1.2	3.8
Fc1ccc(Cn2nnnc2C(c2ccc(Cl)cc2)N2CCSCC2)cc1 (stereo not given)	-22.4	-1.3%	-7.8	-0.8%	-0.4%	6.3	-4.4%	-1.8	-3.7
CC(C)CCNC(=O)c1nn(Cc2ccccc2)c(=O)c2ccccc12	-4.9	2.0%	28.4	-1.5%	0.8%	1.3	-3.2%	-4.5	x

3 compounds out of the list, ordered by number of heavy atoms, ascending:
SMILES	RXFP1 antag	Vif-APOBEC3F blk	D1 antagonist	Vif-APOBEC3G blk	RXFP1 agonist	D1 agonist	Glioma ERSR ind	D1 PAM	D2 PAM
O=C(Cc1ccccc1)N1CCN(C(=O)c2ccco2)CC1	-10.6	1.1%	8.7	0.3%	2.8%	-0.8	-4.0%	-5.4	-15.3
O=C(Nc1ccc(OC(F)(F)F)cc1)c1noc2c1CCCC2	-1.1	x	-2.0	x	0.1%	2.9	x	0.7	11.2
Cc1cc2cc(CNC(=O)c3ccc(S(=O)(=O)N4CCCCC4)cc3)ccc2[nH]1	-1.2	2.5%	2.4	-2.9%	-0.9%	-0.5	-3.7%	2.5	8.8

Continuation:
SMILES	RXFP1 antag	Vif-APOBEC3F blk	D1 antagonist	Vif-APOBEC3G blk	RXFP1 agonist	D1 agonist	Glioma ERSR ind	D1 PAM	D2 PAM
Cn1c(SCC(=O)NCC2CCCO2)nnc1-c1ccco1 (stereo not given)	3.9	2.5%	3.9	0.0%	2.7%	3.0	-2.7%	-3.5	1.3
COc1cc(NC(=O)CSc2nc3[nH]ncc3c(=O)n2-c2ccc(Cl)cc2)cc(OC)c1	-28.0	5.5%	8.5	-6.2%	-2.1%	4.0	-2.5%	0.5	9.9
CCOC(=O)C(CC)/C(C)=N/NC(=O)c1ccccc1[N+](=O)[O-] (stereo not given)	16.0	-7.9%	-19.8	0.3%	1.7%	2.7	-3.5%	-4.3	-2.0
CCNC(=O)NC(=O)C(C)OC(=O)[C@H](C)NS(=O)(=O)c1c(C)c(C)cc(C)c1C (stereo not given in full)	3.4	-2.3%	-18.3	-0.9%	0.0%	3.6	-1.8%	6.3	0.5
O=C(CCn1c(=O)c2ccccc2n(Cc2cccnc2)c1=O)NCc1ccc2c(c1)OCO2	-5.6	-13.7%	5.9	0.3%	1.7%	0.1	1.3%	-2.5	10.7
O=C(COC(=O)C1CCC1)Nc1cccc(S(=O)(=O)N2CCOCC2)c1	-23.2	-5.9%	0.3	-4.2%	0.5%	2.1	-1.7%	-0.9	4.2
COc1ccc(C(=O)NCc2ccon2)cc1OC1CCN(C(C)C)CC1	2.0	-2.5%	-5.3	3.2%	-1.1%	3.6	0.4%	-4.7	-0.2
COc1cc(-c2nc(-c3cccc(C)c3)no2)cc(OC)c1OC	20.2	4.8%	-8.7	-2.8%	0.3%	2.2	3.6%	6.2	-2.1
CCC(OC(=O)c1nsc(Cl)c1Cl)C(=O)NCc1ccco1 (stereo not given)	-4.0	-5.6%	5.9	1.8%	-2.1%	1.3	-4.8%	-3.0	5.5
CC(=O)c1ccc(N2CCN(C(=O)c3nn(C)c4c3CS(=O)(=O)c3ccccc3-4)CC2)cc1	22.2	-4.2%	-12.7	0.3%	1.8%	1.7	-5.3%	-0.7	8.7
CCCn1c(=N)c(C(=O)NCc2cccnc2)cc2c(=O)n3ccccc3nc21	x	-5.1%	-23.4	-0.9%	u	-0.8	-1.9%	-1.1	-17.3
CCC(SC1=NCCS1)C(=O)Nc1nnc(-c2ccccc2OC)s1 (stereo not given)	-13.9	-1.1%	4.1	-10.2%	1.6%	4.7	5.6%	4.7	-8.3
NCCS(=O)(=O)NC1CCCCC1	8.4	-5.9%	-16.1	-0.6%	-1.0%	2.2	-2.0%	-2.0	6.7
COc1ccc(NC(=O)CSc2cn(CC(=O)N3CCCCC3)c3ccccc23)c(OC)c1	-12.7	3.2%	-18.3	-0.7%	-0.2%	0.8	-0.1%	-3.0	-0.4
CS(=O)(=O)N(Cc1ccccc1)c1ccc(C(=O)NCc2ccccc2)cc1	-8.8	-6.0%	-11.0	0.6%	-0.3%	7.4	-1.4%	-8.6	3.2
CCCn1nnc(NC(=O)c2cccc(Cl)c2)n1	-16.5	-0.1%	-7.5	0.2%	0.0%	3.1	-1.3%	-1.7	-19.8
N#Cc1c(-c2ccc(F)cc2)cc(-c2cccnc2)nc1N	-11.0	-11.1%	12.8	1.6%	19.2%	0.1	-1.7%	5.8	x
CCC(=O)c1cccc2c1N=CC1=C(CC(C)(C)CC1=O)N2	10.0	0.0%	0.3	-1.0%	1.0%	1.3	-1.3%	-0.8	2.9
CC(=O)N1CCN(c2nc(CC(C)C)c3c(c2C#N)CCC3)CC1	4.1	-10.2%	1.0	0.2%	2.1%	-0.4	-1.5%	-0.4	0.8
COc1cccc(OC)c1OCCCSc1nc(C)cc(=O)[nH]1	-6.9	-11.4%	1.3	0.6%	1.3%	0.9	-3.5%	-2.4	7.3
COc1ccc(NC(=O)CN2CCCCC2)cc1	-9.0	4.6%	6.6	4.3%	-0.8%	2.0	1.0%	0.9	x
O=C(CNS(=O)(=O)c1ccc(Br)cc1)Nc1ccc2c(c1)OCCO2	4.0	1.6%	-3.6	-7.6%	2.0%	5.5	-1.5%	-3.3	3.4
CCC(=O)N1c2ccccc2C(C)(c2ccccc2)CC1(C)C (stereo not given)	9.1	0.4%	11.4	-5.1%	-0.2%	-0.6	-1.4%	-0.2	0.8
Cn1nc(C(=O)N2CCN(S(=O)(=O)c3ccc(Cl)cc3)CC2)c2ccccc2c1=O	-13.5	1.6%	8.5	-2.0%	1.0%	3.4	-5.7%	2.0	-1.2
Cn1cccc1C(=O)Nc1ccc(Cl)c(S(=O)(=O)N2CCCCC2)c1	-10.3	0.1%	x	1.3%	x	x	-3.3%	x	x
NS(=O)(=O)c1ccc(CCNc2ncnc3sccc23)cc1	-9.2	-6.3%	-11.8	-2.0%	-1.3%	1.3	-5.9%	-5.8	5.8
CCCCCN(C(=O)COC(=O)COc1c(C)cc(C)cc1C)c1c(N)n(CCCC)c(=O)[nH]c1=O	-68.9*	-16.3%	42.5	-7.7%	0.2%	2.3	-1.9%	2.2	5.0
OC[C@@H]1CCCN1Cc1nc(-c2cccs2)no1	-1.7	9.0%	-0.6	-5.2%	-0.1%	1.3	3.4%	-2.5	19.9
COc1cccc(NC(=S)NC(=O)c2c(Cl)c(C)nn2C)c1	-1.0	7.7%	-20.6	-1.9%	0.7%	8.3	0.9%	1.1	-4.8
CCOC(=O)C1CCCN(C(=O)c2ccco2)C1 (stereo not given)	15.3	-9.4%	13.3	-4.5%	1.5%	3.5	-5.4%	-0.2	6.6
Cc1ccc(NC(=O)c2nc(S(C)(=O)=O)ncc2N(Cc2ccco2)Cc2ccco2)cc1	-12.3	5.2%	29.2	-5.2%	-0.4%	12.1	-2.0%	-1.1	0.4
CCOC(=O)c1c(/N=C/C2C(=O)CC(C)(C)CC2=O)sc2c1CCCC2	-0.8	-9.1%	-4.1	2.1%	0.5%	0.3	-1.2%	-2.2	-6.1
Fc1ccc2cnc(-c3ccccc3)c(-c3ccc(C(F)(F)F)cc3)c2c1	x	-25.9%	x	-9.6%	0.2%	-0.7	4.6%	-7.7	11.2

Screening data deposited in PubChem BioAssay by National Center for Advancing Translational Sciences (NCATS).

The list is partial, so the mix of outcomes need not match the whole.
